RAD54 inh: RAD54 (human) branch migration inhibition | Q92698 | RAD54 Holliday junction branch migration, FAM/BHQ fluorescence | inhibition, % at 10.4 µM | actives 0.14% (n = 360,000) | AID 602329;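 active = mean normalized replicate activity at least 40 and at least half of replicates scoring 40 or more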;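 note: 0% = median of neutral control wells and 100% = median of positive control wells; inhibitors cause a drop in the FAM fluorescence signal; in these data hits start at about 50%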
ERp5 block: inhibitors of human ERp5; Q15084; ERp5 insulin aggregation, absorbance 650 nm, 90 min; inhibition, % at 9.99 µM; actives 0.05% (n = 350,000);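 active = mean replicate inhibition above about 25%, with every replicate also reaching it, limit read from the data, passing the limit was not always enough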
Target sequence (Q15084 whole entry, looked up): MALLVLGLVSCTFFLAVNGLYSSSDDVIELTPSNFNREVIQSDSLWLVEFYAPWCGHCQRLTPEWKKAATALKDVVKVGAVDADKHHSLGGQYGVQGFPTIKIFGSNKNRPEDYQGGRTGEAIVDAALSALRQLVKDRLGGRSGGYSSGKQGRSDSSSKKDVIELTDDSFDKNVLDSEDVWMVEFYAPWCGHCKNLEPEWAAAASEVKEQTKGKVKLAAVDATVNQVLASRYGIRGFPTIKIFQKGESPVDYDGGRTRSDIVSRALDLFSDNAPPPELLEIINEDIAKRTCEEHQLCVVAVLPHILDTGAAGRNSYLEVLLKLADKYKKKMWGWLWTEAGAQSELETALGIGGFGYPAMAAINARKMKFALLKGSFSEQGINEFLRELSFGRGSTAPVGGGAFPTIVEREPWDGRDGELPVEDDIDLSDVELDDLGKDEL
E-sel inducer: E-selectin induction on HUVECs | P16581 | HUVEC E-selectin immunofluorescence imaging; normalized: neutral wells 0, TNF-alpha wells 100 | activation, % at 7.58 µM | actives 0.37% (n = 260,000);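 active = mean E-selectin-positive cell signal at least 10% of the positive control, reached in at least 60% of replicates, without over 20% cell loss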;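 note: in these data hits start at about 27%; measured in HUVEC primary endothelial cells; signal is the percent of cells scored E-selectin positive by PE staining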
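Assay system: HUVEC primary endothelial cells. Input: 3,000 HUVEC seeded per well. Doses: one compound dose added by pin transfer. Read-out basis: % PE-positive cells. Benchmarks: TNF-alpha high, DMSO low. Detection: immunofluorescence imaging. Buffer or medium: EGM-2, gelatin.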
RAD52 inh: inhibitors of human RAD52 DNA annealing | P43351 | inhibition, % at 18.7 µM | AID 651710 | recombinant RAD52 DNA annealing, FRET fluorescence | actives 0.46% (n = 360,000);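 active = every replicate showing at least 50% inhibition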
Target sequence (P43351 whole entry, looked up): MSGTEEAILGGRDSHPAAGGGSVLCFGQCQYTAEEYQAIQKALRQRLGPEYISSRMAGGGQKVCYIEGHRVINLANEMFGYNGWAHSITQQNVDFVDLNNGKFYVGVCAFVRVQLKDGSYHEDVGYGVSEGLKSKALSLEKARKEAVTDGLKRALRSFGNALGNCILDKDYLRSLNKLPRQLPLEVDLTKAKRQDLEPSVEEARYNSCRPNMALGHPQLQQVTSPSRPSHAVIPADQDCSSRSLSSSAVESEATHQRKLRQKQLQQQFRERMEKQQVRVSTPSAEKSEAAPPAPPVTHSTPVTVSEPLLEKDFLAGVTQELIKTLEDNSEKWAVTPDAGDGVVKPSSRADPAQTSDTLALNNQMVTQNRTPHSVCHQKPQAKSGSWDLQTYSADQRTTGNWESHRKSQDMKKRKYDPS
S100A4 MyoIIA: inhibitors of human S100A4 binding to myosin IIA peptide | inhibition, % at 10.7 µM | actives 0.14% (n = 360,000) | AID 652163 | P26447 | S100A4/TAMRA-MyoIIA peptide fluorescence polarization;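 active = mean inhibition of at least 70% across replicates, with every replicate also reaching that level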
Target sequence (P26447 whole entry, looked up): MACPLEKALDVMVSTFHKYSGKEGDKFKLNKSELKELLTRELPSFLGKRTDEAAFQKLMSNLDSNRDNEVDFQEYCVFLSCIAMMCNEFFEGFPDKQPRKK
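Assay system: human S100A4 monomer with TAMRA-labelled myosin IIA peptide / Buffer or medium: Calcium-containing HEPES buffer, pH 7.2 / Reagent: TAMRA-labelled myosin IIA heavy-chain peptide probe, 5 nM / Compound: one dose per compound / Timing: polarization read 5 min after assay mix addition, stable 5–60 min / Benchmarks: neutral control DMSO, positive control TFP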
esBAF inh: SWI/SNF esBAF complex inhibition. mouse ES cells, Bmi1-luciferase knock-in reporter, 24 h; 100% = twice the neutral-well signal. reporter increase, % at 12.5 µM. actives 2% (n = 350,000); in the data active = activation above about 40%;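 note: 0% = median of the plate's neutral control wells and 100% = double that signal; a rise in the Bmi1 reporter signal indicates esBAF inhibition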
ERAP1 inh: inhibitors of human ERAP1 aminopeptidase. Q9NZ08. recombinant ERAP1, Leu-AMC fluorescence, 60 min. inhibition, % at 10.7 µM. actives 0.15% (n = 340,000). AID 652197;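 active = mean replicate inhibition of at least 30%, or all replicates individually reaching that 30% level; inactive = mean below 30% and not every replicate reaching it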;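 note: 0% = neutral control wells and 100% = L-leucinethiol positive control wells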
XiGFP reactiv: X-chromosome reactivation activator; XiGFP mouse fibroblasts, % GFP-positive cells imaging, 3 d; cells co-treated with 5-aza-dC sensitizer; scaled so ellipticine positive control = 100%; actives 0.055% (n = 360,000); AID 743238; activation, % at 7.58 µM;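 active = mean normalized replicate activation at least 10% and every replicate at or above 10%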;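 note: 0% = median of on-plate neutral control wells and 100% = ellipticine 6 µM median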
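System: 68-5-11 XiGFP fibroblast line; Timing: 3 days compound exposure; Compound dosing: one concentration, pinned; Benchmarks: positive control ellipticine, 6 µM final; Buffer or medium: DMEM containing 5-aza-dC.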
Active calls of the source: *; · = not tested or not shown.

SMILES	RAD54 inh	ERp5 block	E-sel inducer	RAD52 inh	S100A4 MyoIIA	esBAF inh	ERAP1 inh	XiGFP reactiv
Cc1cn(CC(=O)NCC(C)c2ccccc2)c(=O)[nH]c1=O (configuration not stated)	8	1	-0.1	11	0	-10	0	0.0
CC1CCN(c2nnc(NC(=O)Cn3c(=O)oc4ccccc43)s2)CC1	-3	-6	0.0	-5	-1	-11	0	0.3
NC(=S)N/N=C/c1ccccc1OC(=O)c1cc2ccccc2oc1=O	-2	0	·	-17	-2	15	-1	0.0
COc1ccc(Cl)cc1NC(=O)CSc1cccc[n+]1[O-]	-8	-14	·	3	-6	1	-1	-0.1
Cc1cc(SCC#N)nc2ccccc12	0	2	4.6	-5	-1	-8	2	-0.1
COc1ccc(NC(=O)Cn2nc(C(=O)O)c3ccccc3c2=O)cc1S(=O)(=O)N1CCCCC1	-3	5	3.0	-13	16	2	3	-0.1
CCn1c(SCC(=O)NCC2CCCO2)nc2c(c1=O)SCC2 (configuration not stated)	-10	9	0.0	-10	9	-2	3	0.2
CC(C)(C)CC(=O)Nc1ccccc1N1CCN(c2ccccc2)CC1	·	-3	-1.5	-9	-2	·	-3	0.0
CC(=O)N1c2ccc(S(=O)(=O)NCc3ccco3)cc2CC1C (configuration not stated)	-3	1	-0.2	-16	-6	-13	-3	0.0
COc1cc(C(=O)Nc2ccc3c(c2)Cc2ccccc2-3)cc(OC)c1OC	·	1	·	-10	1	·	-8	-0.1
CC(NC(=O)NC1CCCCC1)C(c1cccs1)N1CCN(C)CC1 (configuration not stated)	3	10	0.1	-10	-1	-10	5	0.0
Cc1c(C(=O)NCc2ccccc2)oc2ccc(S(=O)(=O)N3CCCC3)cc12	0	-9	0.2	-4	-4	-1	9	0.1
Cc1ccc(S(=O)(=O)N2C[C@H]3[C@H]4C(=O)N(c5ccccc5)C(=O)[C@H]4CC(=O)[C@H]3[C@@H]2c2ccc(Cl)cc2)cc1	-5	-11	0.0	-11	-2	1	3	0.3
COc1ccc(CC(=O)N(C)Cc2ccc(C(C)(C)C)cc2)cc1S(=O)(=O)N1CCOCC1	7	0	0.3	-9	-3	6	2	0.1
COCCn1c(SCC(=O)N2CCCCC2)nc2c(c1=O)SCC2	-4	-3	3.8	0	-3	·	-1	0.0
CC(C)(C)Cc1c(-c2ccc(Br)cc2)nc2ccc(Cl)cn12	6	-1	·	-17	-27	-6	-2	0.0
C[C@@H]1CN([C@H](C)CO)C(=O)c2cccc(NC(=O)c3ccncc3)c2O[C@@H]1CN(C)Cc1ccc(C(=O)Nc2ccccc2N)cc1	-4	-11	58*	-8	11	-20	-2	3.5
C[C@@H]1CN([C@@H](C)CO)C(=O)Cc2cc(NC(=O)CCN3CCOCC3)ccc2O[C@H]1CN(C)Cc1ccc(Oc2ccccc2)cc1	1	0	0.2	-12	-2	0	0	0.0
CC(=O)Nc1c(F)cc(Br)cc1F	2	2	0.0	-8	-2	8	·	0.0
CCc1nc2ccc(C(=O)Nc3ccc(Cl)c(Cl)c3)cn2c1N(C)Cc1ccc(OC)cc1	-5	12	6.8	-262	6	14	-4	0.1
Cc1ccc(N(C)C(=O)c2ccc3c(Cl)c4c(nc3c2)CCC4)cc1C	8	-6	-0.5	-5	0	32	0	0.4
O=C1c2cccc(Cl)c2C(=O)N1c1ccccn1	-5	1	·	-3	2	·	·	0.0
COCCN(C(=O)CC1CCCC1)c1c(N)n(CC(C)C)c(=O)[nH]c1=O	-3	5	·	-16	10	-12	-4	-0.1
Cc1ccc2cccc(CC(=O)NN)c2c1	0	-2	·	7	2	5	2	0.0
O=C(NNS(=O)(=O)c1ccccc1)c1cccc(F)c1	0	0	·	6	0	-9	-1	0.4
COC(=O)c1cccc(NC(=S)NCc2ccco2)c1	-8	-2	·	-17	-2	19	-1	0.2
C/C(=N\NC(N)=S)c1ccc(Cl)s1	·	4	·	-4	1	·	-4	0.0
COc1ccc(S(=O)(=O)Nc2cccc3c2O[C@H](CN(C)C)[C@H](C)CN([C@@H](C)CO)C3=O)cc1	12	-7	·	5	8	-5	-4	-0.8
COC(=O)c1ccc(COC(=O)CNC(=O)C2CCCCC2)cc1	6	10	0.0	-4	12	-3	-1	0.1
CC(Sc1nnc(-c2ccccc2F)n1C1CC1)C(N)=O (configuration not stated)	-2	3	0.0	-5	-6	-2	-1	0.2
OCCC1CN(Cc2ccsc2)CCN1C1CCCC1 (configuration not stated)	4	-3	1.5	-5	-1	-6	3	0.3
S=c1[nH]nc(CCc2ccc(Cl)cc2)o1	-1	-1	-0.1	-26	3	0	0	0.2
COCCN1CCN(Cc2nc(Cc3ccc(OC)c(OC)c3)no2)CC1	4	-10	-0.1	-1	4	1	-1	0.9
C[C@H](CO)N1C[C@H](C)[C@H](CN(C)Cc2ccc(C(=O)O)cc2)OCCCC[C@H](C)Oc2ccc(NC(=O)Nc3ccccc3)cc2C1=O	0	-5	·	0	5	-8	-10	0.0
COc1cc2c(cc1OC)C(c1cc(C)ccc1C)CC(=O)N2 (configuration not stated)	-14	0	0.0	-12	-1	-5	·	0.0
O=C(CSc1nc(-c2ccc(F)cc2)cs1)NCCN1C(=O)CSC1=O	·	0	·	-42	-6	·	-3	0.0
CCCCCN1C/C=C\C(c2ccc(OC)cc2)N(Cc2ccc(F)cc2)C(=O)C1 (configuration not stated)	-13	3	0.6	-19	-3	-5	-1	0.1
CCOCC(=O)Nc1ccc([N+](=O)[O-])cc1C	-1	1	·	-12	4	-10	11	0.0
CN(C)CCCNC(=O)C[C@@H]1CC[C@@H]2[C@H](COC[C@H](O)CN2S(=O)(=O)c2ccc(Cl)cc2)O1	-19	3	-0.1	1	-7	4	2	0.1
Nc1ncnc2c1ncn2[C@@H]1O[C@H](CNC(=O)[C@@H](N)Cc2ccc(C(=O)c3ccccc3)cc2)[C@@H](O)[C@H]1O	11	2	1.7	-9	-6	3	-1	0.5

Reprinted at random: 4 entries already listed
SMILES	RAD54 inh	ERp5 block	E-sel inducer	RAD52 inh	S100A4 MyoIIA	esBAF inh	ERAP1 inh	XiGFP reactiv
CCOCC(=O)Nc1ccc([N+](=O)[O-])cc1C	-1	1	·	-12	4	-10	11	0.0
COc1cc2c(cc1OC)C(c1cc(C)ccc1C)CC(=O)N2 (configuration not stated)	-14	0	0.0	-12	-1	-5	·	0.0
Nc1ncnc2c1ncn2[C@@H]1O[C@H](CNC(=O)[C@@H](N)Cc2ccc(C(=O)c3ccccc3)cc2)[C@@H](O)[C@H]1O	11	2	1.7	-9	-6	3	-1	0.5
O=C(CSc1nc(-c2ccc(F)cc2)cs1)NCCN1C(=O)CSC1=O	·	0	·	-42	-6	·	-3	0.0

The list goes on.
SMILES	RAD54 inh	ERp5 block	E-sel inducer	RAD52 inh	S100A4 MyoIIA	esBAF inh	ERAP1 inh	XiGFP reactiv
CS(=O)(=O)N(CC(N)=O)Cc1ccc(Cl)cc1	-6	5	·	-10	1	-4	0	·
Cc1csc(N/N=C/c2ccc([N+](=O)[O-])cc2)n1	-1	1	·	-3	-3	53*	-1	0.0
CCOC(=O)c1oc2ccccc2c1CN1CCCCC1	4	4	-1.3	0	-1	3	·	0.0
O=C(NCc1ccc(F)cc1)[C@@H]1C[C@@H]2C(=O)N3CCC[C@H]3C(=O)N2[C@@H]1c1ccc(O)cc1	-2	-3	·	15	-10	·	0	·
COc1ccc(/C(C)=N/Nc2nc(C)c(C(C)=O)s2)cc1	1	-6	·	-8	0	13	0	0.1
Cc1ccccc1Nc1c(F)c(F)c(F)c(F)c1C(=O)O	·	-3	·	-20	2	·	0	0.0
O=C(c1nn(-c2ccccc2)c(=O)c2ccccc12)N1CCN(c2ncccn2)CC1	·	1	·	-18	1	·	6	0.3
O=C(COc1cccc2cccnc12)N1CCc2ccccc21	·	2	·	3	4	·	1	0.1
CCC(=O)NC1=C(Nc2ccc(N)cc2)C(=O)c2ccccc2C1=O	1	3	0.0	40	1	-6	1	-0.1
Nc1ccc(NC(=O)c2ccco2)c(Cl)c1	-5	7	·	-11	-10	3	-1	0.0

Molecules above with a nitro group on carbon (two):
SMILES	RAD54 inh	ERp5 block	E-sel inducer	RAD52 inh	S100A4 MyoIIA	esBAF inh	ERAP1 inh	XiGFP reactiv
CCOCC(=O)Nc1ccc([N+](=O)[O-])cc1C	-1	1	·	-12	4	-10	11	0.0
Cc1csc(N/N=C/c2ccc([N+](=O)[O-])cc2)n1	-1	1	·	-3	-3	53*	-1	0.0

More entries:
SMILES	RAD54 inh	ERp5 block	E-sel inducer	RAD52 inh	S100A4 MyoIIA	esBAF inh	ERAP1 inh	XiGFP reactiv
Cc1ccc(CSCC(=O)N(C)CC(=O)Nc2ccccc2Cl)cc1	·	0	-0.3	-1	-3	·	-1	0.2
CCC(C)N(C(=O)COC(=O)CSc1ccc(C)c(C)c1)C1CCS(=O)(=O)C1 (configuration not stated)	-9	0	1.6	8	1	-12	-1	0.6
O=C(NCC1CCN(Cc2ccc(F)cc2)CC1)C1CCCN(c2ncnc3c2nc2n3CCCCC2)C1 (configuration not stated)	-3	-5	·	-6	-5	9	1	0.2
COc1cccc(N2CCN(C(=O)c3ccc4nc(N5CCC(C)CC5)sc4c3)CC2)c1	·	3	-0.1	-14	3	·	2	0.0
C=CCNC(=S)Nc1sc2c(c1C(=O)OCC)CC(C)(CC)OC2 (configuration not stated)	·	4	·	-23	-3	·	1	0.1
Cc1cc(C)c(NC(=O)Nc2ccccc2C)c(Cl)c1	·	2	0.1	-6	-7	-2	·	0.0
CCN(CC)S(=O)(=O)c1ccc2c(c1)NC(=O)C1CCCN21 (configuration not stated)	-6	6	0.1	-27	-12	1	-1	0.0
CC(C)NC(=O)N1[C@H](CO)[C@H](c2ccc(C#CC3CCCCC3)cc2)[C@@H]1C#N	-6	2	1.3	12	1	11	2	-0.1
NC(=O)CC(NC(=O)c1cccc(Br)c1)c1ccc(N2CCC(N3CCCCC3)CC2)c([N+](=O)[O-])c1 (configuration not stated)	-3	5	0.0	-8	0	-2	-7	0.1
COc1ccccc1NC(=O)CSc1ccc2nnc(-c3ccc(C)cc3)n2n1	-4	-4	-1.1	-1	2	-4	3	0.0
COc1cccc(NC2=C(Cl)C(=O)OC2OC(=O)c2ccco2)c1 (configuration not stated)	·	-8	·	-1	-7	-5	5	0.0
CCOc1ccccc1NC(=O)COC(=O)CSc1ccc(Cl)cc1	·	3	-0.3	-8	-11	·	9	0.0
O=C(NC1CCCCCCC1)c1ccc(Br)cc1	10	0	0.0	-7	0	·	0	0.1
COc1ccc(-c2[nH]ncc2-c2cnc(C)s2)c(O)c1	-2	-2	·	-3	-2	7	0	·
CN(C)CCCn1c(SCC(=O)Nc2nccs2)nnc1-c1ccncc1	-4	3	0.0	-16	4	-4	2	0.2
Cc1ccccc1NC(=O)C1CCCN1S(=O)(=O)c1ccc2c(c1)n(C)c(=O)c(=O)n2C (configuration not stated)	1	11	0.0	-17	20	-5	-4	-0.1
C/C(N)=C(/C#N)C(=O)COC(=O)C1CSC2(c3ccc(F)cc3)CCC(=O)N12 (configuration not stated)	-4	3	15	-9	5	5	-3	0.3
O=C(CSc1nnnn1C1CCCCC1)N1CCCC1	-9	-8	·	1	0	7	12	·
CCN(CC)C(=O)c1ccccc1NC(=O)c1ccccc1	-1	3	2.6	-1	-7	-8	2	0.0
C[C@H]1CN([C@@H](C)CO)C(=O)c2cccc(NC(=O)C3CCOCC3)c2O[C@@H]1CN(C)S(=O)(=O)c1ccc(F)cc1	8	-3	0.1	-6	19	0	-2	0.2
COc1ccc(NC(=O)N2C[C@H](O)COC[C@H]3O[C@@H](CC(=O)NC4Cc5ccccc5C4)CC[C@@H]32)cc1	0	-8	0.2	11	2	-1	0	0.2
